# C2C12 statin: protects C2C12 myotubes from simvastatin toxicity; ATP luminescence, 48 h; scaled: DMSO 0, geranylgeraniol control 100; rescue of ATP level, % at 7.49 µM; 330,000 tested, 0.78% active;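 active = mean ATP rescue above about 67%, or every replicate alone reaching that limit, limit read from the data, passing the limit was not always enough; inconclusive = no clear call, values can overlap the other calls; inactive = mean under the limit and some replicate under it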;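 also: myotubes were challenged with 10 µM simvastatin during compound exposure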
# miR122 inh: miR-122 inhibition in Huh7 cells; Huh7 miR-122 Renilla luciferase sensor, 48 h; neutral wells = 0, positive control = 100; activation (reporter increase), % at 12.5 µM; 340,000 tested, 0.3% active;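 active = mean replicate activation score at least 90 and every replicate individually at or above 90; inconclusive = only one of the two criteria met; inactive = neither criterion met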;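 also: higher luciferase means less miR-122 activity so hits act as miR-122 inhibitors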
# ERp5 inh: inhibitors of human ERp5 | Q15084 | ERp5 insulin aggregation, absorbance 650 nm, 90 min | inhibition, % at 9.99 µM | 350,000 tested, 0.05% active | AID 651711;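 active = mean replicate inhibition above about 25%, with every replicate also reaching it, limit read from the data, passing the limit was not always enough; inconclusive = only one of those two criteria met; inactive = neither criterion met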
# Target sequence (Q15084 whole entry, looked up): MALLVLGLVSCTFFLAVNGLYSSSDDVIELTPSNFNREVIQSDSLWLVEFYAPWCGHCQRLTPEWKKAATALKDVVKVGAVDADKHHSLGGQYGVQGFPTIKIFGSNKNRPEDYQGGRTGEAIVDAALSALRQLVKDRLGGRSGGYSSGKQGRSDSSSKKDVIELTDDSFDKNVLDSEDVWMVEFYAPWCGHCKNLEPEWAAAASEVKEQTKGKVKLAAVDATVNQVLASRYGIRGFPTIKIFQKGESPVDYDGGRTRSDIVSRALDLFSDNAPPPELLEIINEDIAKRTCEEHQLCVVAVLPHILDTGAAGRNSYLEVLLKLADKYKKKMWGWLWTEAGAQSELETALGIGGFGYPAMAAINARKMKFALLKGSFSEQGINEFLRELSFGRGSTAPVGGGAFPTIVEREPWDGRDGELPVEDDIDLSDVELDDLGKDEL
# ARNT TACC3 PPI: ARNT/TACC3 interaction disruption | Q9Y6A5 | AlphaScreen His-ARNT PAS-B/GST-TACC3 binding, luminescence; TACC3 fragment carries E629A point mutation | inhibition, % at 9.99 µM | 390,000 tested, 0.66% active;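 active = mean inhibition of replicates at least 50% and at least half of replicates each reaching 50%; inconclusive = half or more replicates reach 50% but mean below 50%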;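 also: 0% = complete ARNT plus TACC3 wells and 100% = ARNT alone without TACC3; many hits fall short of the cut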
# Cneo AK release: Cryptococcus neoformans lysis via adenylate kinase release | C. neoformans lysis, adenylate kinase release luminescence, 4 h; normalised: neutral wells 0, clomiphene wells 100 | lysis activity, % at 15 µM | 360,000 tested, 0.2% active;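 active = mean lysis activity across replicates of at least 80%, whatever share of replicates individually reach that level; inactive = mean lysis activity below 80%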
#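 Material: C. neoformans cells; Schedule: 4 h static compound exposure, 37 °C, read 1 h post-reagent; Measured by: adenylate kinase release luminescence; Read-out: signal increase indicating cell lysis; Controls: Clomiphene as positive lysis control.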
# esBAF inh: blocks esBAF chromatin remodeling in mouse ES cells; reporter increase, % at 12.5 µM; 350,000 tested, 2% active; Bmi1-luciferase knock-in reporter, 24 h; 100% = twice the neutral-well signal; in the data active = activation above about 40%; inconclusive = no clear call, values can overlap the other calls;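 also: 0% = median of the plate's neutral control wells and 100% = double that signal; a rise in the Bmi1 reporter signal indicates esBAF inhibition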
# SIRT5 block: inhibitors of human sirtuin-5 desuccinylase; Q9NXA8; inhibition, % at 15 µM; 330,000 tested, 1.1% active; AID 652115; Purified SirT5, succinyl-peptide AMC, trypsin-coupled fluorescence; in the data active = inhibition above about 15%; inconclusive = no clear call, values can overlap the other calls
# Target sequence (Q9NXA8 whole entry, looked up): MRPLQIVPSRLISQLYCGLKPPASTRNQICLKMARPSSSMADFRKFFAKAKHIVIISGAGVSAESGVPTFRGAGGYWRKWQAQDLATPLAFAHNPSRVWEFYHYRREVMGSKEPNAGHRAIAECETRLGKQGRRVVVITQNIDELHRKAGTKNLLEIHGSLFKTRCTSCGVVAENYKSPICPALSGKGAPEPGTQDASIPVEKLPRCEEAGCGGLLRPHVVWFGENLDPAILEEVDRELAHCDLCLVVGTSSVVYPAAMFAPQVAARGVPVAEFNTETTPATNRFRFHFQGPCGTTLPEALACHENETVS
# The depositor's hits bear a star; ? = inconclusive; · = no result given; [ ] = dose if it differs, or a comment.
canonical_smiles	C2C12 statin	miR122 inh	ERp5 inh	ARNT TACC3 PPI	Cneo AK release	esBAF inh	SIRT5 block
O=C(Nc1cccc(-c2nc3ccccc3[nH]2)c1)c1ccccn1	-27	·	1	1	-7	3	-2
CC(NC(=O)OC(C)(C)C)C(=O)Oc1cc2oc(=O)cc(-c3ccccc3)c2cc1Cl (configuration not stated)	51	-3	·	-6	0	-10	·
COc1cccc(C2CC(C(F)(F)F)n3ncc(C(=O)NC(C)(C)C)c3N2)c1 (configuration not stated)	-11	-13	·	-6	-1	-7	·
COc1ccccc1CN1CCCC(N2CCN(c3ccccc3OC)CC2)C1 (configuration not stated)	8	-6	0	1	0	-5	2
CC(=O)NCCn1c(SCC#N)nc2ccccc2c1=O	5	-15	·	·	0	7	·
CC(=O)Oc1ccc2cc(-c3nc4ccccc4n3C)c(=O)oc2c1	10	-2	·	-6	2	39	·
CC(=O)C1C(c2cccc(F)c2)c2c(n[nH]c2C)CC1(C)O (configuration not stated)	15	-6	1	-1	·	-3	2
CCOc1ccccc1NS(=O)(=O)c1ccc(OC)c(OC)c1	·	5	·	-2	1	-9	·
COc1ccccc1NC(=O)OC(C)c1ccc(Cl)cc1 (configuration not stated)	-1	5	0	-4	-2	-3	5
COC(=O)C[C@@H]1C[C@@H]2c3cc(NC(=O)C4CCOCC4)ccc3O[C@@H]2[C@H](CO)O1	-3	3[16.7 µM]	4	-2	-3	-5	5
Cc1ccc(-n2c(-c3cc(-c4ccco4)[nH]n3)n[nH]c2=S)c(Br)c1	·	·	-1	-1	·	·	-6
CC(C)NC(=O)N(C)C[C@H]1OCCCC[C@H](C)Oc2ccc(NC(=O)CCC(F)(F)F)cc2C(=O)N([C@H](C)CO)C[C@H]1C	·	2[16.7 µM]	-3	-11	0	·	-2

# (more compounds)
canonical_smiles	C2C12 statin	miR122 inh	ERp5 inh	ARNT TACC3 PPI	Cneo AK release	esBAF inh	SIRT5 block
C[C@@H]1CN([C@@H](C)CO)S(=O)(=O)c2ccc(/C=C/c3ccccc3)cc2O[C@H]1CN(C)C	-6	7[16.7 µM]	2	13	-1	-5	6
C[C@@H]1CN([C@@H](C)CO)S(=O)(=O)c2ccc(C#Cc3ccccn3)cc2O[C@H]1CN(C)C	19	-1[16.7 µM]	6	4	11	-6	4
COCCCNC(=S)N(CCCO)Cc1cc2cc3c(cc2[nH]c1=O)OCO3	3	0	1	3	0	3	-2
Cc1ccccc1N(CC(=O)N1CCCC1)S(=O)(=O)c1ccc(Cl)cc1	5	1	5	-6	3	4	-1
CCN(CC(=O)Nc1c(F)cccc1F)C(=O)C1CC(=O)N(c2ccccc2OC)C1 (configuration not stated)	3	0	-9	-2	0	-7	-2
O=C(O)c1ccccc1N1C(=O)C2C3c4ccccc4C(Br)(c4ccccc43)C2C1=O (configuration not stated)	·	·	-1	-8	·	·	2
c1ccc2c(c1)[nH]c1c(N3CCCC3)ncnc12	20	5	·	1	-2	7	·
COc1ccc(/C(N)=N/OC(=O)c2cc(-c3ccccc3)nc3ccccc23)cc1	5	-1	·	-8	0	3	·
CCN(CC(=O)Nc1ccc2c(c1)OCCO2)S(=O)(=O)c1cccs1	-1	4	·	-7	3	32	·
CC(C)(C)n1nnnc1C(c1ccc2ncccc2c1)N1CCSCC1 (configuration not stated)	16	16	·	-15	1	-4	·
COc1ccc(S(=O)(=O)N2CCN(C(=O)NCc3ccccc3)CC2)cc1	·	-4	·	2	-1	-1	·
O=C(NCc1cccs1)c1cc(-c2cccc(Cl)c2)on1	-11	·	·	16	1	39	·

# Next section
canonical_smiles	C2C12 statin	miR122 inh	ERp5 inh	ARNT TACC3 PPI	Cneo AK release	esBAF inh	SIRT5 block
Cc1ccc(-c2nc(CSCC(=O)N3CCN(c4ccccn4)CC3)c(C)o2)cc1	-5	-5	0	0	-1	6	·
CCNC(=O)C[C@H]1CC[C@@H]2[C@H](COc3ccc(NC(=O)Cc4ccccc4)cc3C(=O)N2C)O1	-1	-6[16.7 µM]	1	-4	6	-2	-2
CO[C@H]1CN(C)C(=O)c2cccc(C#N)c2OC[C@H]2O[C@@H](CC[C@H]2OC)CCN(C)C(=O)[C@H]1C	7	·	1	6	-9	1	0
Cc1noc(C)c1NC(=O)Nc1ccc2c(c1)C(=O)N([C@H](C)CO)C[C@@H](C)[C@H](CN(C)Cc1ccccc1)O2	1	-1[16.7 µM]	-2	14	0	1	3
Cc1ccc(S(=O)(=O)Nc2ccc3c(c2)C(=O)N([C@H](C)CO)C[C@@H](C)[C@H](CN(C)C(=O)Nc2ccc(C(F)(F)F)cc2)OCCCC[C@H](C)O3)cc1	·	-8[16.7 µM]	2	17	-2	-1	1
Cc1ccc2nc(SCCC#N)nc(C)c2c1	2	0	·	0	2	2	·
Cc1ccc(-c2nnn(CC(=O)NC3CCCc4ccccc43)n2)cc1 (configuration not stated)	·	0	·	-7	0	·	·
O=C(Cc1ccncc1)NCC[C@H]1CC[C@H](NS(=O)(=O)c2ccccc2Cl)[C@H](CO)O1	-5	·	-6	5	-3	0	1
COc1ccc(-c2csc(-n3ncc(C(=O)O)c3C(F)(F)F)n2)cc1	9	0	-7	-9	0	?	0
COc1ccc(S(=O)(=O)N(C)C[C@H]2Oc3ccc(NC(=O)NC(C)C)cc3CC(=O)N([C@@H](C)CO)C[C@H]2C)cc1	10	-4[16.7 µM]	15	-2	1	0	-2
C[C@H]1CN([C@@H](C)CO)C(=O)c2cc(NS(C)(=O)=O)ccc2O[C@@H]1CN(C)Cc1ccccc1	30	-6[16.7 µM]	-3	-5	-11	-1	-4
CCN(C(=O)c1cc2c(s1)-c1ccccc1S(=O)(=O)C2)c1cc(OC)ccc1OC	-3	3	-4	8	1	3	-5

# Three compounds drawn at random from those above:
canonical_smiles	C2C12 statin	miR122 inh	ERp5 inh	ARNT TACC3 PPI	Cneo AK release	esBAF inh	SIRT5 block
CC(NC(=O)OC(C)(C)C)C(=O)Oc1cc2oc(=O)cc(-c3ccccc3)c2cc1Cl (configuration not stated)	51	-3	·	-6	0	-10	·
c1ccc2c(c1)[nH]c1c(N3CCCC3)ncnc12	20	5	·	1	-2	7	·
Cc1ccccc1N(CC(=O)N1CCCC1)S(=O)(=O)c1ccc(Cl)cc1	5	1	5	-6	3	4	-1

# Remaining list, next part.
canonical_smiles	C2C12 statin	miR122 inh	ERp5 inh	ARNT TACC3 PPI	Cneo AK release	esBAF inh	SIRT5 block
O=C1C=C(c2ccccc2)C[C@@H](c2ccc(Cl)cc2)C1	-5	5	0	18	25	-6	·
COC(=O)[C@]1(CC(C)C)N[C@H](c2ccc(SC3CCCCC3)c(OC)c2)[C@@H]2C(=O)N(C)C(=O)[C@@H]21	22	-3	6	1	1	3	1
Cc1cc(O)c(C=Nc2ccc(N3CCOCC3)cc2)c(C)c1Cl	17	·	-1	-4	2	-6	-2
Cc1cccc(NC(=O)Nc2c(C)n(C)n(-c3ccccc3)c2=O)c1C	·	·	5	1	0	·	5
COc1ccccc1-c1cc(C(F)(F)F)nc(N2CCN(c3ccccc3)CC2)n1	6	1	·	-5	7	2	·
C[C@H](CO)N1C[C@H](C)[C@@H](CN(C)S(C)(=O)=O)Oc2ccc(NC(=O)c3ccncc3)cc2CC1=O	5	-4[16.7 µM]	2	-3	49	3	0
C[C@@H]1CCCCO[C@H](CN(C)Cc2ccc(C(=O)O)cc2)[C@H](C)CN([C@@H](C)CO)C(=O)c2cc(NC(=O)CCCN(C)C)ccc2O1	·	6[16.7 µM]	3	-13	-7	-9	1
Cc1ccc(S(=O)(=O)/N=C2\C=C(NS(=O)(=O)c3ccccc3)C(=O)c3ccccc32)cc1	-9	17	-1	20	0	-1	6
CN(C)C(=O)[C@@H]1[C@@H](CO)[C@@H]2Cn3c(ccc(C4=CCCC4)c3=O)[C@@H]2N1Cc1ccc2c(c1)OCO2	0	-7[16.7 µM]	3	3	1	2	8
C[C@@H](C(=O)Nc1ccc2c(c1)OCO2)n1c(=O)[nH]c2ccccc2c1=O	-23	3	-4	3	17	5	1
CCCC(=O)NCCc1cc2c(C)ccc(C)c2[nH]c1=O	5	-1	3	0	-2	-8	-2
O=C(O)COc1ccc2oc3ccccc3c2c1	1	3	-3	4	1	-7	-4

# Rewritten with each value named: entries from further up
SMILES: Cc1ccc(S(=O)(=O)/N=C2\C=C(NS(=O)(=O)c3ccccc3)C(=O)c3ccccc32)cc1
  C2C12 statin: -9; miR122 inh: 17; ERp5 inh: -1; ARNT TACC3 PPI: 20; Cneo AK release: 0; esBAF inh: -1; SIRT5 block: 6

SMILES: CN(C)C(=O)[C@@H]1[C@@H](CO)[C@@H]2Cn3c(ccc(C4=CCCC4)c3=O)[C@@H]2N1Cc1ccc2c(c1)OCO2
  C2C12 statin: 0; miR122 inh: -7[16.7 µM]; ERp5 inh: 3; ARNT TACC3 PPI: 3; Cneo AK release: 1; esBAF inh: 2; SIRT5 block: 8

SMILES: C[C@@H](C(=O)Nc1ccc2c(c1)OCO2)n1c(=O)[nH]c2ccccc2c1=O
  C2C12 statin: -23; miR122 inh: 3; ERp5 inh: -4; ARNT TACC3 PPI: 3; Cneo AK release: 17; esBAF inh: 5; SIRT5 block: 1

# Continuation:
SMILES	C2C12 statin	miR122 inh	ERp5 inh	ARNT TACC3 PPI	Cneo AK release	esBAF inh	SIRT5 block
CCOCCCN(C)C1CCN(S(=O)(=O)c2csc(C(N)=O)c2)CC1	1	-6	1	-1	·	1	1
COc1ccc(C(=O)N/N=C\c2coc3ccc(Cl)cc3c2=O)cc1	·	·	6	-3	0	·	-3
Nc1nc(-c2ccco2)nn1C(=O)c1cccnc1	-15	-3	·	5	-4	2	·
O=C(O)CCCC(=O)Nc1ccc(Br)cc1	10	2	·	-10	0	3	·
CCC(=O)N(C)C[C@@H]1Oc2ncc(C#Cc3ccncc3)cc2C(=O)N([C@@H](C)CO)C[C@@H]1C	28	-8[16.7 µM]	-6	0	-1	-3	-1
O=C(NCCCNc1ccc([N+](=O)[O-])cc1Cl)c1ccccc1F	·	·	8	7	·	·	0
O=C(O)c1ccc(NS(=O)(=O)/C=C/c2ccccc2)cc1	·	-1	·	-4	1	7	·
C[C@@H]1CN([C@@H](C)CO)C(=O)Cc2cc(NS(=O)(=O)c3cn(C)cn3)ccc2O[C@H]1CN(C)S(=O)(=O)c1ccc(F)cc1	-38	33[16.7 µM]	2	·	·	-2	0
S=C(NC1CCCCC1)NN1CCCCCC1	16	-2	5	·	·	4	-1
C[C@@H](O)C#Cc1ccc([C@@H]2[C@H]3CN(C(=O)c4cccc(F)c4)CCCCN3[C@H]2CO)cc1	-4	-5[16.7 µM]	1	-7	-1	-2	23*
CCc1ccc(NC(=O)c2nc(S(=O)(=O)Cc3ccccc3)ncc2Cl)cc1	-119	20	-1	-1	-1	-88	-1
CCC(=O)NC[C@@H]1[C@H](c2ccccc2)[C@H](CO)N1C(=O)C1CCC1	-5	33[16.7 µM]	5	-3	0	-2	9
Clc1ccc(C2=CSC3=NCCN23)c(Cl)c1	·	·	2	-1	·	·	-5
CCN(CC)CCCN=C(C)C1=C(O)c2ccccc2C1=O	·	6	4	·	0	·	-2
COc1ccc(-c2c(-c3ccc(OC)c(F)c3)c3ccccc3n2C)cc1	·	7	12	16	-1	·	-11
O=C(C[C@H]1CC[C@H]2[C@@H](COC[C@@H](O)CN2Cc2nccs2)O1)NCc1ccc(F)cc1	8	1[16.7 µM]	-4	4	-1	-1	0
CCc1cc2c(=O)c(-c3nc4ccccc4[nH]3)coc2cc1OC(=O)N1CCOCC1	-2	1	·	-8	2	68*	·
O=C(NCc1ccncc1)c1ccc(NS(=O)(=O)c2ccccc2)cc1	-4	4	-11	3	1	5	-3
COc1ccccc1-n1ccnc1SCC(=O)NCC1CCCO1 (configuration not stated)	3	4	1	-8	-1	3	-5
O=[N+]([O-])c1ccc(N2CCN(c3ccccn3)CC2)c(Cl)c1	-16	0	-3	18	-4	21	-1

# Screening data from PubChem.
